# Bioassay records from PubChem BioAssay.
# HepG2 tox: counter-screen for TGF-b inhibitors: cytotoxicity in HepG2 cells. HepG2 CAGA-GFP viability, ATP luminescence, 18 h. Potency, µM (top dose mostly 46.1 µM), for the others: at the top dose activity change, negative = cytotoxicity, actives largely listed as cytotoxic. 410,000 tested, 0.76% active; note: potency is the fitted concentration of half-maximal effect; some results filed as inactive show a strong effect at the top dose
#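 CellTiter-Glo luminescence gave cytotoxicity after 18 hours at 37 degrees C. The cells were HepG2 CAGA-GFP in 1% FBS DMEM, stimulated with 500 pg/mL TGF-beta after compound addition. %Activity was normalised to no-cell wells (complete cell-killing) and DMSO (no toxicity), and curves were fitted and classified.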
# ATXN2 expr inh: reduces ATXN2 reporter expression in HEK-293 cells; HEK-293 ATXN2-luciferase reporter, luminescence, 24 h; Potency, µM (highest dose often 57 µM), without a hit: at the top dose activity change, negative = inhibition, hits mostly inhibitors; 360,000 tested, 0.72% active; AID 1745845; note: potency is the fitted concentration of half-maximal effect; % is set by controls: 0 for no effect and ±100 for the full control effect; nearly all actives have a fitted effect of over 55% in size
#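 ATXN2-luciferase reporter cells (luciferase flanked by upstream and downstream ATXN2 gene portions) were treated 24 h at 37 °C with compounds at up to 57 uM. SteadyGlo luminescence gave expression; GF-AFC fluorescence gave viability.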
# A549 viability: counter-screen for Nrf2 inhibitors: cytotoxicity in A549 cells; 390,000 tested, 0.16% active; A549 ARE-Fluc cells, CellTiter-Fluor viability, 18-24 h; Potency, µM (titrated, usually from 46 µM), without a hit: at the top dose activity change, negative = cytotoxicity, most hits filed as inhibitors; note: potency is the fitted concentration of half-maximal effect; % is set by controls: 0 for no effect and ±100 for the full control effect
#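 Cytotoxicity counterscreen: CellTiter-Fluor fluorescence was measured in A549 ARE_Fluc cells after 18-24 h of compound exposure in a concentration series. The subsequent BugLite luminescent read reports ARE-luciferase activity.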
# ATXN viability: reduces viability in counter-screen for ATXN expression inhibitors; S2 cells (HEK-293 line with an ATXN2-luciferase reporter) viability, CellTiter-Fluor protease fluorescence, 24 h; 400,000 tested, 0.49% active; Potency, µM (series often up to 56.7 µM), actives largely listed as cytotoxic; note: potency is the fitted concentration of half-maximal effect; nearly all actives have a fitted effect of over 40% in size
# Nrf2 inh: inhibitors of Nrf2 signaling | A549 ARE-Fluc reporter, luciferase luminescence, 18-24 h | Potency, µM (doses to about 46 µM), for the others: top-dose activity change, negative = inhibition, most hits filed as inhibitors | 360,000 tested, 2.1% active | AID 504444; note: potency is the fitted concentration of half-maximal effect; % is set by controls: 0 for no effect and ±100 for the full control effect; nearly all actives have a fitted effect of over 60% in size
#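 Cells were seeded and rested 2 h, then exposed to compounds for 18-24 h. CellTiter-Fluor was read first as a viability measure. BugLite was added 15 min before the final luminescent read of ARE-luciferase activity in A549 cells.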
# MCF10A rerep: induces DNA re-replication in MCF 10a normal breast cells | 350,000 tested, 2.9% active | MCF 10A DNA re-replication, Hoechst nuclear intensity, 48 h | AID 624296 | Potency, µM (titrated, usually from 46.1 µM), for inactives: top-dose activity, positive = re-replication, hits mostly activators; note: potency is the fitted concentration of half-maximal effect; % of control where 0% means no effect; nearly all actives have a fitted effect of over 50% in size
# TGFb inhibitor: inhibitors of TGF-b signaling; 410,000 tested, 1.2% active; HepG2 CAGA-GFP TGF-b/SMAD3 reporter, GFP fluorescence, 18 h; TGF-beta stimulated, 500 pg/mL final; Potency, µM (series often up to 46.1 µM), for inactives: at the highest dose activity, negative = inhibition, most hits filed as inhibitors; AID 588855; note: potency is the fitted concentration of half-maximal effect; % is set by controls: 0 for no effect and ±100 for the full control effect; nearly all actives have a fitted effect of over 65% in size
#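 TGF-beta reporter screen: HEPG2 CAGA-GFP, 1% FBS, 500 pg/mL TGF-beta final, 18 h; per-cell GFP summed per well; curves fitted and categorized by class.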
# Nrf2 ARE act: activators of Nrf2 (ARE) signaling; AREc32 ARE-luciferase reporter (MCF7-derived line), luminescence, 24 h; Potency, µM (top dose mostly 46.1 µM), without a hit: at the top dose activation, usual class: activators; 410,000 tested, 0.31% active; note: potency is the fitted concentration of half-maximal effect; % of control where 0% means no effect; nearly all actives have a fitted effect of over 65% in size
#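 Cells of the AREc32 ARE-luciferase line are plated in OPTI-MEM containing 5% FBS and left overnight at 37 deg C. Compounds are pinned in, incubation continues 24 hr, and firefly luciferase signal is then measured.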
# IL-1B inflam inh: blocks inflammasome-driven IL-1 beta release | 360,000 tested, 4.7% active | AID 743279 | activity change, % at 57.5 µM | THP-1 LPS/ATP IL-1B secretion, AlphaLISA, 16 h; hits give low values; in the data active = activity change below about -50%; inconclusive = mostly about -30% to -49%; note: % is set by controls: 0 for no effect and ±100 for the full control effect
#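 Secreted IL-1B measured by AlphaLISA bead assay after 16 h compound exposure of THP-1 cells; compounds (final up to 57.5 uM) added 1 h before LPS (250 ng/mL) and ATP (1.25 mM) stimulation; lower signal means less secretion.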
# * marks the source's active call; other numbers are inactive results; i = inactive; ? = inconclusive; nt = no result given; [ ] = remark or other dose. Unless noted, calls come from the whole dose curve; as a rule, active = well fitted curve in the direction sought with a large enough effect; inconclusive = small, poorly fitted or top-dose-only effect, or another doubt; inactive = no such curve, though single readings can be large; an effect the other way counts as inactive or inconclusive.
mol	HepG2 tox	ATXN2 expr inh	A549 viability	ATXN viability	Nrf2 inh	MCF10A rerep	TGFb inhibitor	Nrf2 ARE act	IL-1B inflam inh
CC(=O)OCCc1[nH]c2ccccc2c1C	-14%	16%	9%	i	-12%	14%	-7%	0.4%	15
CCC(C)NC(=O)C1CCN(S(=O)(=O)c2ccc3c(c2)CCCN3C(C)=O)CC1 (stereo unspecified)	0%	-1%	0%	i	nt	nt	-14%	1.0%	nt
CC1(C)Cc2nc3oc4c(N5CCOCC5)ncnc4c3cc2CO1	-25%	-18%	5%	i	nt	12%	0%	-0.9%	-19
CCOC(=O)c1c(S(=O)(=O)N2CCC(C(=O)N3CCN(c4cc(C)ccc4C)CC3)CC2)c(C)n(C)c1C	-12%	nt	-22%	nt	nt	nt	-27%	-0.2%	nt
Cc1oncc1-c1cn2ccccc2n1	-11%	25%	-6%	i	-4%	?	-10%	-0.5%	-3
O=C(O)C1=C[C@@H](c2csc3ccccc23)C[C@@H](OCCCCO)O1	4%	-1%	-7%	i	-9%	9%	20%	-0.9%	24
NC(=S)N=Nc1c(O)[nH]c2c(Br)cc(Br)cc12	-18%	-32%	0%	i	-1%	?	-13%	4.8%	63
Cc1ccc(OCCCn2c(-c3ccc(Cl)cc3)nc3ccccc3c2=O)cc1C	-15%	1%	4%	i	6%	nt	6%	-0.8%	nt
CCN(CC)c1ccc(/C=N/NC(=O)c2nnn(-c3nonc3N)c2C(C)C)c(O)c1	-26%	?	-23%	i	?	18µM*	?	5.1%	80
Cc1ccc(C)c(CN2CCC(CNC(=O)c3cc4ccc5cccnc5c4[nH]3)CC2)c1	-76%	-22%	-26%	i	?	nt	?	11%	nt
CC1(c2nnc(Cc3ccccc3)o2)CC(c2ccc(C#N)cc2)=NO1 (stereo unspecified)	-8%	-1%	?	i	-3%	-1%	0%	-0.4%	14
Cc1ccc(S(=O)(=O)NC(C)CCc2ccccc2)cc1 (stereo unspecified)	-2%	-11%	-5%	i	5%	1%	1%	-0.5%	11
Cc1ccc(/C=C/c2ccc3cccc(O)c3n2)s1	-10%	66%[activator]	2%	i	21%	25%	-4%	23%	-16
O=C(CN(C(=O)c1csnn1)c1ccc2c(c1)OCCO2)NCc1ccccc1	-21%	27%	5%	i	?	-2%	3%	6.5%	-16
O=C(Nc1ccccc1Oc1cccnc1)C1CCCN(Cc2ccccc2O)C1 (stereo unspecified)	-7%	-21%	1%	i	8%	7%	-3%	3.7%	-19
CC1CCCCC12NC(=O)N(CC(=O)Nc1cccnc1)C2=O (stereo unspecified)	21%	nt	nt	i	nt	nt	-3%	-0.7%	23
O=C(Nc1ccc(C(=O)O)cc1)/C(=C\c1ccccc1)NC(=O)c1ccco1	-11%	-4%	2%	i	4%	-6%	0%	-0.2%	1
O=C(O)Cn1cnc2c(=S)nc[nH]c21	1%	nt	-7%	i	-16%	28%	-7%	-1.0%	4
COc1ccccc1N1CCN(C(=O)CSc2nnc(C)n2C2CC2)CC1	-9%	2%	2%	i	-9%	21%	-13%	-0.3%	-9
CCCc1cc(=O)oc2cc(C)cc(OCC(=O)Nc3ccccn3)c12	4%	-7%	7%	i	15%	4%	4%	29%	26

# Arranged by molecular weight (lowest first): 4 of the compounds above.
mol	HepG2 tox	ATXN2 expr inh	A549 viability	ATXN viability	Nrf2 inh	MCF10A rerep	TGFb inhibitor	Nrf2 ARE act	IL-1B inflam inh
Cc1ccc(/C=C/c2ccc3cccc(O)c3n2)s1	-10%	66%[activator]	2%	i	21%	25%	-4%	23%	-16
CCCc1cc(=O)oc2cc(C)cc(OCC(=O)Nc3ccccn3)c12	4%	-7%	7%	i	15%	4%	4%	29%	26
O=C(Nc1ccccc1Oc1cccnc1)C1CCCN(Cc2ccccc2O)C1 (stereo unspecified)	-7%	-21%	1%	i	8%	7%	-3%	3.7%	-19
O=C(CN(C(=O)c1csnn1)c1ccc2c(c1)OCCO2)NCc1ccccc1	-21%	27%	5%	i	?	-2%	3%	6.5%	-16

# The results go on.
mol	HepG2 tox	ATXN2 expr inh	A549 viability	ATXN viability	Nrf2 inh	MCF10A rerep	TGFb inhibitor	Nrf2 ARE act	IL-1B inflam inh
CC(=O)Nc1cccc(OCCCOc2ccc([N+](=O)[O-])cc2)c1	-28%	nt	0%	?	-23%	10%	-25%	4.0%	0
CCc1cc(C(=O)c2ccc(OC)cc2)c(NC(=O)CN2CCCC2)s1	-46%	nt	-1%	i	-1%	8%	-14%	6.8%	-28
Cc1ccc(CN2CCN(C3CCN(C(=O)c4ccccc4)CC3)C(=O)C2=O)cc1	-11%	-7%	-3%	?	?	nt	?	-0.6%	nt
CN(C(=O)c1ccc2c(c1)C(=O)N(CCC1=CCCCC1)C2=O)C1CCCCC1	-6%	1%	1%	?	2%	18%	-19%	0.1%	36
CCN(Cc1ccccc1)S(=O)(=O)c1ccc(F)c(C(=O)Nc2ccc(C(C)C)cc2)c1	-1%	10%	5%	i	nt	nt	3%	0.6%	nt
COc1cc(NC(=O)C(Cc2ccccc2)NS(=O)(=O)c2cccc3nsnc23)cc(OC)c1 (stereo unspecified)	-30%	-11%	1%	?	-9%	nt	-45%	0.8%	nt
Cc1ccc(-c2csc3nc(CN(C)Cc4ccccc4)[nH]c(=O)c23)cc1	-34%	-20%	4%	i	?	0%	?	3.8%	31
O=C(OCCNc1ncc(C(F)(F)F)cc1Cl)c1ccc(S(=O)(=O)N2CCOCC2)cc1	-6%	8%	0%	i	8%	8%	27%	-0.9%	7
CC(=O)Oc1ccc2c(c1)cc(C)n2C	-26%	16%	2%	i	?	1%	-1%	-0.5%	0
OC(CNCc1ccccc1)c1ccccc1 (stereo unspecified)	-2%	-11%	-4%	i	4%	-5%	3%	-1.3%	9
COc1ccc(CC2(CO)CCN(S(=O)(=O)N(C)C)CC2)cc1	-13%	nt	6%	i	-5%	5%	-2%	-0.3%	4
Cc1cccnc1CC(C)NC(=O)c1cc(COc2cncc(Cl)c2)on1 (stereo unspecified)	3%	25%	1%	i	9%	-1%	6%	-0.3%	4
COc1ccccc1N(C(=O)c1snc(C(N)=O)c1N)C(C(=O)NCc1ccccc1)c1ccc(C)o1 (stereo unspecified)	-32%	-3%	-12%	i	?	?	-17%	0.3%	-73*
Cc1ccc(S(=O)(=O)N/N=C\c2ccc([N+](=O)[O-])o2)cc1C	6%	-8%	-17%	i	?	5%	-26%	9.5%	-23
Cc1nc(NCc2ccc(S(N)(=O)=O)cc2)c2c(C)c(C)sc2n1	-15%	-9%	-1%	i	?	1%	-16%	-0.6%	7
CC(=O)OC[C@H]1O[C@@H](n2ccc(=O)[nH]c2=S)C(OC(C)=O)C1OC(C)=O (stereo partly specified)	-14%	3%	-13%	i	18%	0%	-17%	-0.8%	9
O=C1C2CC=CCC2C(=O)N1c1nccs1 (stereo unspecified)	-9%	2%	2%	i	15%	-3%	-5%	-0.4%	10
CCn1c(SCc2ccc(Cl)cc2)nc2nc3c(cc2c1=O)CCCC3	2%	-8%	4%	i	-1%	?	0%	0.8%	?
CCOc1ccccc1NC(=O)CN(c1cc(C)cc(C)c1)S(=O)(=O)c1c(C)noc1C	-27%	-5%	-1%	i	-6%	22%	-19%	-0.9%	2
CCOc1cccc2sc(N(CCN(C)C)C(=O)c3ccc4c(c3)OCCO4)nc12	-1%	-16%	5%	i	4%	1%	-7%	0.3%	6
COc1ccccc1/C=C/C(=O)OCC(=O)NNC(=O)c1ccccc1	6%	-1%	-15%	i	6%	-1%	10%	5.4%	24
O=C(CSc1nc2c([nH]c3ccccc32)c(=O)n1-c1ccccc1)Nc1ccc(Cl)c(Cl)c1	-18%	nt	2%	nt	nt	nt	?	1.2%	nt
CC(=O)c1cccc(NC(=O)/C(=C\c2cccnc2)NC(=O)c2ccc(C)cc2)c1	8%	-12%	-1%	i	2%	5%	0%	-0.3%	30
Cc1ccc(-n2cc(C(=O)OCc3ccc(Cl)cc3)c3ccccc3c2=O)cc1	0%	nt	14%	nt	nt	nt	18%	6.4%	nt
CC1CCCCN1S(=O)(=O)c1ccc2c(c1)CCN2C(=O)C1CC1 (stereo unspecified)	-6%	-19%	-11%	i	0%	10%	-8%	-0.5%	14
CCC(C)C(=O)Nc1nc(C)c(-c2csc(Nc3cc(Cl)ccc3OC)n2)s1 (stereo unspecified)	-27%	-7%	-4%	i	8.2µM*	-9%	-2%	-0.3%	7
CC(=O)Nc1ccc(S(=O)(=O)Nc2cccc(-c3nc4ccccc4o3)c2)cc1	-17%	nt	?	nt	?	?	-21%	0.6%	0
Cc1cc2nc(-c3ccc[nH]c3=O)[nH]c2cc1C	0.89µM*	nt	6%	nt	12µM*	16%	?	-1.1%	-14

# Whole records, quoted from the list. Order of values: HepG2 tox, ATXN2 expr inh, A549 viability, ATXN viability, Nrf2 inh, MCF10A rerep, TGFb inhibitor, Nrf2 ARE act, IL-1B inflam inh
# CC1CCCCN1S(=O)(=O)c1ccc2c(c1)CCN2C(=O)C1CC1 (stereo unspecified) in the list: -6%, -19%, -11%, i, 0%, 10%, -8%, -0.5%, 14
# CCC(C)C(=O)Nc1nc(C)c(-c2csc(Nc3cc(Cl)ccc3OC)n2)s1 (stereo unspecified) in the list: -27%, -7%, -4%, i, 8.2µM*, -9%, -2%, -0.3%, 7
# Cc1cc2nc(-c3ccc[nH]c3=O)[nH]c2cc1C in the list: 0.89µM*, nt, 6%, nt, 12µM*, 16%, ?, -1.1%, -14
